Polio RdRp inh: poliovirus RNA polymerase inhibition | P03300 | poliovirus polymerase elongation, fluorescence polarization; active compounds read low | 150,000 compounds, 0.66% hits | % elongation, % (compound at 16.7 µg/mL); in the data active = % elongation below about 90%; also: some results filed as inactive read as strong as hits
Target sequence (P03300 1749-2209 limits assumed): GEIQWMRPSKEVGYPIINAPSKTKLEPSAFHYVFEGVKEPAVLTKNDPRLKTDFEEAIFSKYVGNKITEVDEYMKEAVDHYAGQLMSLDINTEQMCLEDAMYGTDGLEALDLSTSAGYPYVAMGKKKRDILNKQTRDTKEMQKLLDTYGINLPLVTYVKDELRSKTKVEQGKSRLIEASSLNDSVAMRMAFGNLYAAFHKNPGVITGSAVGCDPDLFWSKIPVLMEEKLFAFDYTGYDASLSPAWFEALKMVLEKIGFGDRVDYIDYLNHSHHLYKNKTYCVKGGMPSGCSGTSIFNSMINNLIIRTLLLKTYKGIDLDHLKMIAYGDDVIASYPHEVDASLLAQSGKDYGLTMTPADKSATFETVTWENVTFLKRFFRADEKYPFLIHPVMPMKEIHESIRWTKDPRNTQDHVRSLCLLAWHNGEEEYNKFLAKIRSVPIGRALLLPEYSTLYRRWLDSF
Polio RdRp inh FP z-score: also measured in Polio RdRp inh; calls as there; z-score; measured here: FP z-score; hits read low
The depositor's hits bear a star; & = joins results of further samples. A portion of the library; the hit share may differ from the screen's.

SMILES	Polio RdRp inh	Polio RdRp inh FP z-score
COc1cc(CN(C)Cn2cnc3ccccc32)ccc1OC(F)F	101	-0.2
Cc1ccc(NC(=O)C2=C(C(=O)O)CCCC2)cc1Br	101	-0.1
Cc1ccc(S(=O)(=O)N2CCCC(c3nc4c(nnn4Cc4ccc(OC(F)(F)F)cc4)c(=O)[nH]3)C2)cc1 (configuration not stated)	106	-0.1
Cc1c(C(=O)Nc2cccc(F)c2)oc2c1-c1nn(Cc3c(F)cccc3Cl)cc1CC2	95	-2
Cc1ccccc1OCC(O)Cn1c(=N)n(CCN2CCCCC2)c2ccccc21 (configuration not stated)	105	0.1
Nc1nc(Nc2ccccc2F)sc1C(=O)c1ccc(Cl)cc1	100	-0.6
Cc1cccc(Cn2c(-c3cccs3)nc3ccccc32)c1	106	0.4
NC(=O)N/N=C1\CCCc2ccccc21	102	-0.1
CN(C)NS(=O)(=O)C1CCS(=O)(=O)C1 (configuration not stated)	103	0.3
COc1ccccc1-n1c(=O)n(C)c2c(C(N)=O)nc(-c3cccc(OC)c3OC)nc21	109	0.6
Cc1ccc(-n2ncc3c(NCc4ccco4)ncnc32)cc1	100	-0.2
OCC1CC(O)C(O)C(Oc2ccc3ccccc3c2)O1 (configuration not stated)	100	0.2
CCCN(CCC)C(=O)CN1C(=O)CSc2ccc(S(=O)(=O)N3CCC(C)CC3)cc21	107	0.6
CCOc1ccc(NC(=O)COC(=O)Cn2cnnn2)cc1OCC	97	-1
CCc1ccc(CNC(=O)c2cc3c(=O)n(CC)c4ccccc4c3s2)cc1	105	0.2
Clc1ccc(C2=Nc3cccc4cccc(c34)N2)cc1	100	-0.4
COc1ccc(CCNC(=O)CN2C(=O)COc3ccccc32)cc1OC	120	2.3
COc1cccc(C(=O)N2CCCC(C)C2)c1 (configuration not stated)	102	0.1
O=C(Nc1ccccc1C(=O)N1CCOCC1)C1COc2ccccc2O1 (configuration not stated)	103	0.6
CC(C)N1CC=C2C(C1)C(c1ccccc1)C(C#N)=C(N)C2(C#N)C#N (configuration not stated)	82	-1.6
CCc1ccc(NC(=O)CSc2ccc(-c3sc(-c4ccccc4)nc3C)nn2)cc1	106	0
O=C(c1cc(-c2ccc(F)cc2)on1)N1CCCc2ccccc21	102	0.3
Cc1ccc(O)c2c1NCCC2	97	-1.4
Cn1c(=O)c2c(-c3ccccc3)n3c(c2n(C)c1=O)C(c1ccccc1[N+](=O)[O-])Nc1ccccc1-3 (configuration not stated)	104	-0.4
CC(=O)Nc1ccccc1OC(=O)N1CCOCC1	104	0.9
(next part)
SMILES	Polio RdRp inh	Polio RdRp inh FP z-score
Cc1cc(OCC[N+]2(C)CCCCC2)nc2ccccc12	101	0.1
CCN1CCc2nc3ccccc3c(C(=O)Nc3ccc(F)cc3)c2C1	105	0.4
Cc1ccc(CNC(=O)CCCn2c(=O)c3ccccc3n(Cc3ccccc3C)c2=O)cc1	109	0
CCOc1ccc(C2=NC(c3cccs3)=Nc3ccc(C(C)C)cc3N2)cc1	102	-1
CCOC(=O)c1cc(NC(=O)/C=C2/N(C)c3ccccc3C2(C)C)c(C)nc1C	100	-0.4
CNC(=O)N(C1=NCC(C)(C)S1)c1ccc(F)c(Cl)c1	102	0.1
O=C1NC(Nc2ccccn2)(C(F)(F)F)C(=O)N1c1ccc(F)cc1 (configuration not stated)	101	0.2
Cc1ccccc1-c1noc(-c2ccc(OC(=O)c3ccccc3)cc2)n1	101	0.3
S=c1nc2[nH]c3cc4c(cc3c2n[nH]1)OCCO4	98	-0.4
O=C1c2cccnc2C(=O)N1Cc1ccc(S(=O)(=O)NC2CCCC2)cc1	102	0
CN(CCc1ccc(Cl)c(Cl)c1)CC(O)COc1ccc(NS(C)(=O)=O)cc1 (configuration not stated)	104&100	1.1&0
O=C(Cc1ccccc1)N/N=C/c1ccccc1F	104	1.1
O=C(NCc1ccccc1)/C(=N\O)c1ccccc1	101	-0.3
Cc1ccccc1C(=O)NC#N	107	0.4
CCC(=O)Oc1ccc(Br)cc1/C=C1\Sc2ccccc2C1=O	103	0.2
CCCCCn1c(=O)[nH]c2cc(C(=O)Nc3cc(OC)c(OC)c(OC)c3)ccc2c1=O	100	0.1
Cc1cc2nn(CN3CCOCC3)c(=S)n2c2ccccc12	96	-1
CCOC(=O)/C(C#N)=C1\CC2CCC1(C)C2(C)C (configuration not stated)	98	-1.4
Cc1ccc(NC(=O)CN2C(=O)C(C)(C)c3cc(S(=O)(=O)N4CCCCC4)ccc32)c(Br)c1	114	1.5
CCOc1cccc(C(=O)Nc2ccc3oc(-c4cccnc4)nc3c2)c1	108	0.9
CCOc1ccc(NC(=O)CN2C(=O)C(CC)SC(CC)C2=O)cc1 (configuration not stated)	102	0.1
Cc1c(S(=O)(=O)c2ccc(Cl)cc2)csc1C(=O)N(C)c1nnc(C(F)(F)F)s1	100	-0.6
N#Cc1ccc(CNC(=O)Nc2ccccc2)cc1	105	0.6
O=C(c1ccc(Cl)cc1)N(c1ccccn1)c1ccccn1	101	0
Cc1ccc(CN2CCCn3nc(C(=O)NC(C)C)cc3C2=O)cc1	109	0.6

16 of the compounds above, bar-delimited.
Structure | Polio RdRp inh | Polio RdRp inh FP z-score
O=C1c2cccnc2C(=O)N1Cc1ccc(S(=O)(=O)NC2CCCC2)cc1 | 102 | 0
CN(CCc1ccc(Cl)c(Cl)c1)CC(O)COc1ccc(NS(C)(=O)=O)cc1 (configuration not stated) | 104&100 | 1.1&0
O=C(Cc1ccccc1)N/N=C/c1ccccc1F | 104 | 1.1
O=C(NCc1ccccc1)/C(=N\O)c1ccccc1 | 101 | -0.3
Cc1ccccc1C(=O)NC#N | 107 | 0.4
CCC(=O)Oc1ccc(Br)cc1/C=C1\Sc2ccccc2C1=O | 103 | 0.2
CCCCCn1c(=O)[nH]c2cc(C(=O)Nc3cc(OC)c(OC)c(OC)c3)ccc2c1=O | 100 | 0.1
Cc1cc2nn(CN3CCOCC3)c(=S)n2c2ccccc12 | 96 | -1
CCOC(=O)/C(C#N)=C1\CC2CCC1(C)C2(C)C (configuration not stated) | 98 | -1.4
Cc1ccc(NC(=O)CN2C(=O)C(C)(C)c3cc(S(=O)(=O)N4CCCCC4)ccc32)c(Br)c1 | 114 | 1.5
CCOc1cccc(C(=O)Nc2ccc3oc(-c4cccnc4)nc3c2)c1 | 108 | 0.9
CCOc1ccc(NC(=O)CN2C(=O)C(CC)SC(CC)C2=O)cc1 (configuration not stated) | 102 | 0.1
Cc1c(S(=O)(=O)c2ccc(Cl)cc2)csc1C(=O)N(C)c1nnc(C(F)(F)F)s1 | 100 | -0.6
N#Cc1ccc(CNC(=O)Nc2ccccc2)cc1 | 105 | 0.6
O=C(c1ccc(Cl)cc1)N(c1ccccn1)c1ccccn1 | 101 | 0
Cc1ccc(CN2CCCn3nc(C(=O)NC(C)C)cc3C2=O)cc1 | 109 | 0.6

Continuation.
SMILES	Polio RdRp inh	Polio RdRp inh FP z-score
C=CCn1c(COc2ccccc2F)nnc1SC1CCOC1=O (configuration not stated)	117	1.3
CCOC(=O)c1nc(NC(C)C)c2ccccc2n1	102	0.9
Cc1ccc(-n2nc(CO)c(C(=O)NCCO)n2)cc1	102	-1
COc1ccc(Nc2ncnc3c2nnn3Cc2ccccc2Cl)c(OC)c1	100	-0.6
COc1ccc(CNC(=S)N2CCCC(C(F)(F)F)C2)cc1 (configuration not stated)	99	-0.3
CN1C=C(C(N)=O)C=CC1=C1C(=O)c2ccccc2C1=O	102	0.2
COc1ccc(OC)c(NC(=O)c2nnn(CC(=O)Nc3ccc(C(C)C)cc3)c2N)c1	100	-0.3
Cc1noc(C)c1COC(=O)/C=C/c1cn(Cc2ccccc2)nc1-c1cccs1	100	-0.5
Cc1ccc(CNS(=O)(=O)c2c(C(=O)N3CCCC3)c(C)n(C)c2C)cc1	102	0.4
N=c1c(C(=O)NCC2CCCO2)cc2c(=O)n3ccccc3nc2n1CCCO (configuration not stated)	105	0.2
CC(O)c1cc(-c2ccc(Cl)cc2Cl)no1 (configuration not stated)	106	0.5
Cc1cc(C)c(S(=O)(=O)Nc2ccc(-c3ccc(N4CCCCC4)nn3)cc2)cc1C	113	1.7
Cc1ccc(NS(=O)(=O)c2ccc3c(c2)oc(=O)n3C(=O)Oc2ccccc2)cc1	100	-0.1
O=C(c1cc(-c2cccs2)on1)N1CCCc2ccccc21	103	1.2
N#CCn1c(COC(=O)Cc2ccc3c(c2)OCCO3)nc2ccccc2c1=O	112	1.5
Cc1ccc(CCNC(=O)c2ccc3c(c2)nc2n3CCCCC2)cc1	104	-0.9
Cc1ccc(CNC(=O)CSc2nc(NCCc3ccccc3)c3ccccc3n2)cc1	103	0.4
Nc1c(C(=O)NC2CCCCC2)nsc1C(=O)OCC(=O)NC1CCCCC1	103	0.6
c1cncc(CNCCc2c[nH]c3ccccc23)c1	101	-0.3
O=C(NCCCN1CCOCC1)C1CCC(=O)N1C1CCCCC1 (configuration not stated)	98	-0.8
O=C(Cn1cnc2onc(-c3ccc(F)cc3)c2c1=O)N1CCN(c2ccccc2F)CC1	101	-0.2
COc1ccc(N2CCN(CCNC(=O)Cn3ncc4c([nH]c5ccc(C)cc54)c3=O)CC2)cc1	100	-0.4
CC(Sc1nc2ccccc2n1C)C(=O)Nc1ccc(N2CCOCC2)cc1 (configuration not stated)	100	-0.5
CCOc1ccc(-n2cc(-c3ccccc3)c3c(N4CCN(c5ccccc5OC)CC4)ncnc32)cc1	110	0.6
Cc1ccc(C2CCN(C(=O)c3cnn(-c4cccc(Cl)c4)c3C3CCN(C(=O)OC(C)(C)C)CC3)C2)cc1 (configuration not stated)	104	-0.5

For convenience, some entries already given:
SMILES	Polio RdRp inh	Polio RdRp inh FP z-score
CCOc1ccc(-n2cc(-c3ccccc3)c3c(N4CCN(c5ccccc5OC)CC4)ncnc32)cc1	110	0.6
Cc1ccc(C2CCN(C(=O)c3cnn(-c4cccc(Cl)c4)c3C3CCN(C(=O)OC(C)(C)C)CC3)C2)cc1 (configuration not stated)	104	-0.5

Further compounds.
SMILES	Polio RdRp inh	Polio RdRp inh FP z-score
CCN1CCCC1CNCC(O)COCC1CCCO1 (configuration not stated)	100	-0.1
Cc1cc2c(c(=O)n1CC1CCCO1)C(c1cccs1)C(C#N)=C(N)O2 (configuration not stated)	104	0.4
CCC(=O)N(c1nnc(SCCCn2c(=O)c3c(ncn3C)n(C)c2=O)s1)C1CC1	102	-0.2
CC(C)CCC1(C)NC(=O)N(CC(=O)c2ccc3c(c2)OCO3)C1=O (configuration not stated)	102	-0.1
Cc1cccc(N2CC(c3nc4ccccc4n3C)CC2=O)c1 (configuration not stated)	106	0.5
CCCCc1ccc(NC(=O)c2ccc3c(c2)CCN3S(=O)(=O)CC)cc1	106	-0.3
Cc1ccc(NC(=O)CSCc2cc(=O)c3ccccc3[nH]2)c(C)c1	109	0.6
CC(CNC(=O)c1ccc2nc(Cc3ccccc3)oc2c1)c1ccccc1 (configuration not stated)	109	0.5
CCCCn1cc(S(=O)(=O)c2ccc(C)cc2)c(=O)c2cc(F)c(N3CCCCC3)cc21	102	-1.2
Cc1c(CCl)cc(C(=O)O)cc1CCl	101	0
CCSc1nnc(NC(=O)CCc2ccc(C)o2)s1	101	-0.4
O=S(=O)(c1cccc(-c2nnc3n2CCCCC3)c1)N1CCCCC1	106	0.5
O=c1ccc(-c2ccco2)n[nH]1	99	-1.6
COc1ccc2c(Sc3ccccc3)c(C(=O)N3CCc4ccccc43)[nH]c2c1	99	-1.1
Cc1ncc2c(n1)-c1cc(F)ccc1SC2	102	0.2
CCOc1ccc(N=Cc2c(C(=O)O)[nH]c3ccccc23)cc1	100	-0.8
Cc1cc(C(=O)CSc2nnc(NCc3ccccc3)s2)c(C)n1C	103	-0.1
O=C(CCn1nc(-c2ccc(Cl)cc2)c2ccccc2c1=O)NCC1CCCO1 (configuration not stated)	101	-0.4
COc1cc2c(C#N)c(OC)nc3c2c(n1)NC(C)(c1ccc(Br)cc1)N3 (configuration not stated)	103	0.3
CC(C)(CO)NC(=O)c1ccc(Cl)c(S(=O)(=O)N2CCCCC2)c1	102	0.1
OCCN(CC(O)Cn1ccc2ccccc21)CC(O)Cn1ccc2ccccc21 (configuration not stated)	99	-0.5
O=C(Nc1ccccc1C(F)(F)F)C1CC2CCCC(C1)C2=O (configuration not stated)	102	0.1
N#Cc1c(C(F)(F)F)cc(-c2ccco2)nc1SCc1ccncc1	107	1.5
COCc1cc(C)nc2snc(Br)c12	105	0.3
CC1(C)CC(=O)C2=C(C1)c1c(ccc3ccccc13)NC2c1ccc(Br)o1 (configuration not stated)	101	0.1
(more compounds)
SMILES	Polio RdRp inh	Polio RdRp inh FP z-score
Cc1ccc(C)n1-c1ccc(C(=O)OCC(=O)c2cccs2)cc1	113	1.4
C/C(=N\OCC(=O)Nc1ccc(S(=O)(=O)N2CCOCC2)cc1)c1ccc2c(c1)OCCO2	101	-0.2
O=C(C1CCCCC1)N(c1ccc(Cl)nn1)C1CCCCC1	103	0.4
Nc1c(-c2nc(-c3ccc4c(c3)OCO4)no2)nnn1-c1cccc(C(F)(F)F)c1	99	-1.2
O=C(c1ccccc1)c1coc2ccccc2c1=O	99	-0.2
Cn1c(=O)c2c(nc(Oc3cccc(/C=N/NC(=O)c4nonc4N)c3)n2C)n(C)c1=O	100	-0.4
O=C(NCc1ccncc1)c1cc(-c2ccco2)nc2ccccc12	102	0.2
FC(F)(F)c1cccc(N2CN(CCCN3CCOCC3)CNC2=S)c1	102	0.9
Cc1ccc(CCNC(=O)CCn2nc(-c3ccc(Cl)cc3)ccc2=O)cc1	112	0.4
CCNC(=O)C1CCN(c2nnc(C)c3c(C)n(-c4ccc(OC)cc4)nc23)CC1	112	1.1
Fc1ccc(CSc2nc3ncccc3[nH]2)c(Cl)c1	107	0.5
CCC(C)N1C(=O)/C(=C\c2cnn(-c3ccccc3)c2)C(=O)NC1=S (configuration not stated)	99	-0.3
c1cncc(-c2csc(Nc3nc4cc5c(cc4s3)OCO5)n2)c1	100	-0.4
COC(=O)c1c(NC(=O)CSc2nc(-c3ccco3)cc(C(F)(F)F)n2)sc2c1CCCC2	99	-0.5
CC(=O)c1[nH]c(C)c(C(=O)NCCc2ccc(C)cc2)c1C	112	1
Cc1cc2c(cc1C)NC(CC(=O)Nc1ccccc1C)C(=O)N2 (configuration not stated)	101	0
Cc1cc(C)c(NC(=O)CSC2=Nc3ccccc3C3=NC(CC(=O)NCc4cccs4)C(=O)N23)c(C)c1 (configuration not stated)	108	-1.1
CCc1cccc2c(CCNC(=O)COc3ccc(F)cc3F)c(C)[nH]c12	110	0.8
COC(=O)c1ccc(Oc2nc(C)cc(N)n2)cc1	99	-0.1
